Screens: PubChem, Sanford-Burnham Center for Chemical Genomics
SENP1 inh = human SENP1 catalytic domain inhibitors, primary screen, biochemical, FRET, uHTS; inhibition, % at 10 µM; recombinant SENP1 catalytic domain, CyPet-SUMO1-YPet FRET cleavage; Sentrin-specific protease 1 (Homo sapiens), Q9P0U3; 360,000 compounds, 0.21% hits; AID 624204, 2012;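 active means inhibition at least 30% at 10 µM, raw YFP signal under a set limit, fluorescence ratio 0.5 to 1.5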;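 further: 0% = enzyme with DMSO and 100% = no enzyme wells; some results filed as inactive read as strong as hits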
Target sequence (Q9P0U3 419-644 limits assumed): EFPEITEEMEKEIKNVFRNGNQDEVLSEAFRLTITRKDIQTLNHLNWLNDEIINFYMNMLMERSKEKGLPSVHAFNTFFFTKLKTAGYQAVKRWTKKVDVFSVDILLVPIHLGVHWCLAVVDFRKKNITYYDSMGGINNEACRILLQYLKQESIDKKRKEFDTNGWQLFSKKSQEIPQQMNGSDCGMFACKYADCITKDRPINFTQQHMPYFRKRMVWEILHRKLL
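Assay system: hSENP1 catalytic domain, recombinant. Amount: SENP1 enzyme, 20 pM final. Schedule: 50 min reaction, RT, dark. Technique: FRET, CFP and YFP emission. Control set: no-enzyme wells low, DMSO-plus-enzyme wells high control.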
HKDC1 inhibitor = HKDC1 hexokinase inhibitors, primary screen, biochemical, fluorescence, uHTS. recombinant HKDC1, G6PDH/diaphorase resazurin coupled fluorescence. inhibition, % at 20 µM. 340,000 compounds, 0.16% hits. AID 493160, 2011;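 active means inhibition above about 35% when tested at 20 µM, limit read from the data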;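 further: plate controls were DMSO wells with enzyme for no effect and DMSO wells lacking enzyme for full effect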
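Incubation: 90 min at room temperature in dark / Material: recombinant HKDC1 (HK5) hexokinase enzyme, produced in-house / Quantity: enzyme 5 µg/mL final / Compound: one dose of 20 µM, 1% DMSO / Reagent: glucose and ATP substrates / Buffer or medium: Tris pH 8.0 buffer with MgCl2, Tween-20, BSA, BME / Technique: resorufin fluorescence at 613 nm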
SENP7 inh = SENP7 protease inhibitors, primary screen, biochemical, luminescence, uHTS; 330,000 compounds, 1.5% hits; AID 434973, 2010; recombinant SENP7, Z-RLRGG-aminoluciferin luminescence, 40 min; inhibition, % at 5 µM;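 active means inhibition above about 50% at the single test dose, limit read from the data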;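 further: plate controls were DMSO with enzyme for no effect and no enzyme buffer wells for full effect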
Target sequence (Q9BQF6 706-1050 limits assumed): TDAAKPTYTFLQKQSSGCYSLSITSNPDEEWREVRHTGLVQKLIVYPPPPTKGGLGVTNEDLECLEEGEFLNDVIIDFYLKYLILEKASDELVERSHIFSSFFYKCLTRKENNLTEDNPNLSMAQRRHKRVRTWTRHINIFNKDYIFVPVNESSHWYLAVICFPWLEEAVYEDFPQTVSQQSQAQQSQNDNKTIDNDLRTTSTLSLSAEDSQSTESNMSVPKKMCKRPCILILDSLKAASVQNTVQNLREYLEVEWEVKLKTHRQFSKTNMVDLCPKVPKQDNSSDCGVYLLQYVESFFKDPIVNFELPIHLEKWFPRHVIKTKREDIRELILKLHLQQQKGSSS
Apaf-1 inh = inhibitors of human Apaf-1 apoptosome, primary screen, biochemical, DEVD-Rh110 fluorescence, uHTS; inhibition, % at 20 µM; 330,000 compounds, 0.71% hits; Apoptotic protease-activating factor 1 (Homo sapiens), O14727; reconstituted apoptosome caspase-3 activity; AID 489030, 2010; active means inhibition of at least 40% at 20 µM;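 further: plate controls were DMSO wells for no effect and DEVD-CHO caspase inhibitor wells for full effect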
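System – cell-free apoptosome with Apaf-1, procaspase-3 and caspase-9 · Buffer or medium – pH 7.5 Hepes buffer with CHAPS, BSA, DTT · Also added – cytochrome c with DEVD-Rh110 · Times – 30 min compound preincubation, 50 min activation, room temperature · Technique – Rh110 fluorescence intensity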
SENP6 block = SENP6 protease inhibitors, primary screen, biochemical, luminescence, uHTS; Sentrin-specific protease 6 (Homo sapiens), Q9GZR1; Recombinant SENP6 catalytic domain, aminoluciferin luminescence; inhibition, % at 10 µM; 330,000 compounds, 1.8% hits;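 active means inhibition above about 50% at the single tested dose, limit read from the data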;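 further: plate controls were DMSO wells with enzyme for no effect and DMSO wells lacking enzyme for full effect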
PfGluPho inh = PfG6PD enzyme inhibitors, primary screen, biochemical, fluorescence intensity, uHTS; glucose-6-phosphate dehydrogenase-6-phosphogluconolactonase (Plasmodium falciparum 3D7); PfGluPho enzyme, NADPH resazurin-diaphorase fluorescence; inhibition, % at 20 µM; 350,000 compounds, 0.78% hits; AID 504690, 2011;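 active means inhibition reaching at least a set limit at 20 µM in the primary screen, cut at about 59% in these data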;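 further: 0% = DMSO wells with substrate and 100% = DMSO wells lacking glucose-6-phosphate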
SENP8 block-1 = SENP8 protease inhibitors, primary screen, biochemical, luminescence; purified SENP8, Z-RLRGG-aminoluciferin cleavage; inhibition, % at 10 µM; 330,000 compounds, 1.2% hits; AID 2540, 2010; Sentrin-specific protease 8 (Homo sapiens), Q96LD8; in the data active means inhibition above about 50%
Target sequence (Q96LD8 whole entry, looked up): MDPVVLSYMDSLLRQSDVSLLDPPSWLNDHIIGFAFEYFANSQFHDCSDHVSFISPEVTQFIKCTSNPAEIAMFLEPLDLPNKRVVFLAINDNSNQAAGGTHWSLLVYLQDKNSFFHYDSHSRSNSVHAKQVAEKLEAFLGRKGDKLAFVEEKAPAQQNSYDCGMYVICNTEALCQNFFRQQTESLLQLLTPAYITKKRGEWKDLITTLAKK
SENP8 block-2 = human SENP8 protease inhibitors, primary screen, biochemical, fluorescence, Nedd8 protein substrate, uHTS; inhibition, % at 20 µM; recombinant SENP8; Sentrin-specific protease 8 (Homo sapiens), Q96LD8; 360,000 compounds, 0.64% hits; AID 602440, 2012; in the data active means inhibition mostly above about 40%, no sharp cut-off; inactive means mostly below about 27%
An asterisk follows results filed as active.

What do the screens show for `CC1CN(C(=O)c2ccccc2)OC(c2ccc3c(c2)OCO3)O1` (stereo unspecified)?
SENP1 inh: 0; HKDC1 inhibitor: -8; SENP7 inh: 3; Apaf-1 inh: -18; SENP6 block: -10; PfGluPho inh: 7; SENP8 block-1: -9; SENP8 block-2: 3

How did COc1ccc(CNC(=O)CSc2nnc(NC(=O)c3ccccc3F)s2)cc1 do in these assays?
SENP1 inh: 3; HKDC1 inhibitor: -4; SENP7 inh: 2; Apaf-1 inh: -4; SENP6 block: 17; PfGluPho inh: -12; SENP8 block-1: -2; SENP8 block-2: 3

What do the screens show for `COc1ccc(C/C(=N\O)c2ccc(OC)cc2)cc1`?
SENP1 inh: 1; HKDC1 inhibitor: -1; SENP7 inh: 2; Apaf-1 inh: 8; SENP6 block: -11; PfGluPho inh: 8; SENP8 block-1: -4; SENP8 block-2: -6

Results for Cc1cc(C)cc(NC(=O)CCn2ccnc2C)c1 ?
SENP1 inh: -2; HKDC1 inhibitor: -7; SENP7 inh: 0; Apaf-1 inh: 2; SENP6 block: -12; PfGluPho inh: -15; SENP8 block-1: -6; SENP8 block-2: 21

How did CCN(CC(=O)Nc1c(F)cccc1F)C(=O)c1cccc(S(=O)(=O)N2CCCc3ccccc32)c1 do in these assays?
SENP1 inh: 0; HKDC1 inhibitor: 3; PfGluPho inh: 3; SENP8 block-2: -1

Results for COc1ccc(CCNC(=O)/C=C/c2ccc(S(=O)(=O)N3CCOCC3)cc2)cc1 ?
SENP1 inh: 2; HKDC1 inhibitor: -7; SENP7 inh: 6; Apaf-1 inh: 0; SENP6 block: 4; PfGluPho inh: -12; SENP8 block-1: -2; SENP8 block-2: 8

How did Cc1ccc(SCC(=O)N2CCc3ccccc32)cc1 do in these assays?
SENP1 inh: 0; HKDC1 inhibitor: 6; SENP7 inh: -5; Apaf-1 inh: 6; SENP6 block: 5; PfGluPho inh: -3; SENP8 block-1: 2; SENP8 block-2: 27

Results for CC(C)(C)c1cc(C(=O)NCCCn2ccnc2)cc(C(C)(C)C)c1 ?
SENP1 inh: 2; HKDC1 inhibitor: 6; SENP7 inh: -1; Apaf-1 inh: 13; SENP6 block: -14; PfGluPho inh: 6; SENP8 block-1: -1; SENP8 block-2: 12

Results for CC(C)(C)c1ccc(NC(=O)Cn2cnc3cc([N+](=O)[O-])ccc3c2=O)cc1 ?
SENP1 inh: -36; HKDC1 inhibitor: -12; SENP7 inh: 5; Apaf-1 inh: 3; SENP6 block: 11; PfGluPho inh: 8; SENP8 block-1: 6; SENP8 block-2: -32

How did COc1ccc(C(=O)Nc2cccc3nc(C)ccc23)cc1OC do in these assays?
SENP1 inh: -2; HKDC1 inhibitor: 0; SENP7 inh: -4; Apaf-1 inh: -8; SENP6 block: -14; PfGluPho inh: -19; SENP8 block-1: -2; SENP8 block-2: -2

What do the screens show for `Cc1nc(NC(=O)c2ccccc2)sc1C`?
SENP1 inh: -1; HKDC1 inhibitor: 5; SENP7 inh: 92*; Apaf-1 inh: -10; SENP6 block: 90*; PfGluPho inh: 2; SENP8 block-1: 78*; SENP8 block-2: 6

How did COc1ccc(NC(=O)CN2CCC(Cc3ccccc3)CC2)cc1S(=O)(=O)N1CCOCC1 do in these assays?
SENP1 inh: 0; HKDC1 inhibitor: -6; SENP7 inh: 9; Apaf-1 inh: 6; SENP6 block: 0; PfGluPho inh: 1; SENP8 block-1: -6; SENP8 block-2: 8

What do the screens show for `CCC1CCCCN1C(=O)Cn1c(=O)oc2ccccc21` (stereo unspecified)?
SENP1 inh: 4; HKDC1 inhibitor: -2; SENP7 inh: -3; Apaf-1 inh: 8; SENP6 block: 5; PfGluPho inh: 14; SENP8 block-1: 8; SENP8 block-2: 31

How did COCC(C)n1c(C)cc(C(=O)COC(=O)c2c(NC(C)=O)sc(C)c2C)c1C (stereo unspecified) do in these assays?
SENP1 inh: -1; HKDC1 inhibitor: 4; SENP7 inh: 4; Apaf-1 inh: 14; SENP6 block: -6; PfGluPho inh: 2; SENP8 block-1: 0; SENP8 block-2: 17

Results for O=C(Nc1cccc(S(=O)(=O)N2CCCCC2)c1)c1cccs1 ?
SENP1 inh: 2; HKDC1 inhibitor: -2; SENP7 inh: 1; Apaf-1 inh: -3; SENP6 block: -3; PfGluPho inh: 8; SENP8 block-1: 0; SENP8 block-2: 5

Results for CCCCn1c(N)c(Sc2ccc(Cl)cc2)c(=O)[nH]c1=O ?
SENP1 inh: 2; HKDC1 inhibitor: -5; SENP7 inh: -11; Apaf-1 inh: 0; SENP6 block: -16; PfGluPho inh: 9; SENP8 block-1: -6; SENP8 block-2: 0

What do the screens show for `Cc1cc(C)n2nc(C(=O)NNC(=O)c3ccccc3)nc2n1`?
SENP1 inh: 1; HKDC1 inhibitor: 1; SENP7 inh: -5; Apaf-1 inh: -12; SENP6 block: -20; PfGluPho inh: 19; SENP8 block-1: 0; SENP8 block-2: 1

How did CC1CCCC(C)N1/N=C/c1cc(Br)cc(Br)c1O (stereo unspecified) do in these assays?
SENP1 inh: -25; HKDC1 inhibitor: -2; SENP7 inh: 3; Apaf-1 inh: 7; SENP6 block: 7; PfGluPho inh: 11; SENP8 block-1: -2; SENP8 block-2: 3

How did COC(=O)c1ccc(CSc2nc3ccccc3s2)o1 do in these assays?
SENP1 inh: -2; HKDC1 inhibitor: 1; SENP7 inh: -9; Apaf-1 inh: 5; SENP6 block: 26; PfGluPho inh: 14; SENP8 block-1: 18; SENP8 block-2: 1

Results for COc1cc(NC2c3ccccc3C(=O)N2Cc2ccccc2)cc(OC)c1OC (stereo unspecified) ?
SENP1 inh: 2; HKDC1 inhibitor: -4; SENP7 inh: 6; Apaf-1 inh: 14; SENP6 block: -12; PfGluPho inh: 31; SENP8 block-1: -1; SENP8 block-2: 3

In the list so far, these have a tert-butyl group.
Results for CC(C)(C)c1cc(C(=O)NCCCn2ccnc2)cc(C(C)(C)C)c1 ?
SENP1 inh: 2; HKDC1 inhibitor: 6; SENP7 inh: -1; Apaf-1 inh: 13; SENP6 block: -14; PfGluPho inh: 6; SENP8 block-1: -1; SENP8 block-2: 12

Results for CC(C)(C)c1ccc(NC(=O)Cn2cnc3cc([N+](=O)[O-])ccc3c2=O)cc1 ?
SENP1 inh: -36; HKDC1 inhibitor: -12; SENP7 inh: 5; Apaf-1 inh: 3; SENP6 block: 11; PfGluPho inh: 8; SENP8 block-1: 6; SENP8 block-2: -32

(list continues)
Results for Cc1ccc(S(=O)(=O)NNC(=O)C2COc3ccccc3O2)cc1 (stereo unspecified) ?
SENP1 inh: 2; HKDC1 inhibitor: -7; SENP7 inh: 6; Apaf-1 inh: 1; SENP6 block: -2; PfGluPho inh: -8; SENP8 block-1: -3; SENP8 block-2: 20

What do the screens show for `CC(=O)Nc1ccc(S(=O)(=O)N2CCC(C(=O)NCc3cccnc3)CC2)cc1`?
SENP1 inh: -1; HKDC1 inhibitor: -3; SENP7 inh: 1; Apaf-1 inh: -2; SENP6 block: -11; PfGluPho inh: -6; SENP8 block-1: 2; SENP8 block-2: 17

What do the screens show for `CC1CC(=O)N(CC(=O)N2CCCC2)c2ccccc2S1` (stereo unspecified)?
SENP1 inh: 0; HKDC1 inhibitor: -9; SENP7 inh: 2; Apaf-1 inh: -4; SENP6 block: -3; PfGluPho inh: -13; SENP8 block-1: 0; SENP8 block-2: 15

Results for Nc1cc(Cl)ccc1C(=O)OCC(=O)NC1CCS(=O)(=O)C1 (stereo unspecified) ?
SENP1 inh: 1; HKDC1 inhibitor: 3; SENP7 inh: 4; Apaf-1 inh: 0; SENP6 block: -1; PfGluPho inh: 7; SENP8 block-1: -7; SENP8 block-2: inactive

Results for Cc1cc(C)n(-c2nc3ccccc3c(=O)n2OCC(=O)N(C)C)n1 ?
SENP1 inh: 1; HKDC1 inhibitor: -7; SENP7 inh: 0; Apaf-1 inh: 12; SENP6 block: 10; PfGluPho inh: 9; SENP8 block-1: 0; SENP8 block-2: 16

How did CC1(C)CN(C(Cc2ccccc2)C(N)=O)C1=O (stereo unspecified) do in these assays?
SENP1 inh: 0; HKDC1 inhibitor: -10; SENP7 inh: 6; Apaf-1 inh: -5; SENP6 block: 3; PfGluPho inh: -2; SENP8 block-1: 7; SENP8 block-2: 16

Results for Cc1ccc(C(=O)C(C)N(C(=O)c2ccc(Cl)cc2Cl)N2C(=O)CCCC2=O)cc1 (stereo unspecified) ?
SENP1 inh: 2; HKDC1 inhibitor: 2; SENP7 inh: -4; Apaf-1 inh: 5; SENP6 block: -1; PfGluPho inh: -4; SENP8 block-1: -10; SENP8 block-2: 11

How did CCOC(=O)c1c(-n2c(C)cc(C=O)c2C)sc2c1CCCC2 do in these assays?
SENP1 inh: -2; HKDC1 inhibitor: -7; SENP7 inh: -1; Apaf-1 inh: 13; SENP6 block: 8; PfGluPho inh: 7; SENP8 block-1: 8; SENP8 block-2: 14

What do the screens show for `Cc1cc(Br)c2c(c1)=C(c1sc(N3CCCCCC3)nc1O)C(=O)N=2`?
SENP1 inh: 2; HKDC1 inhibitor: 2; PfGluPho inh: -8; SENP8 block-2: 27

What do the screens show for `O=C1CCCN1c1ccc(S(=O)(=O)N2CCN(c3ccccc3)CC2)cc1`?
SENP1 inh: 4; HKDC1 inhibitor: -7; SENP7 inh: 6; Apaf-1 inh: 0; SENP6 block: 12; PfGluPho inh: -6; SENP8 block-1: 10; SENP8 block-2: 11

What do the screens show for `Cc1ccccc1S(=O)Cc1ccc(C(=O)NC2CC2)o1` (stereo unspecified)?
SENP1 inh: 0; HKDC1 inhibitor: -8; SENP7 inh: -2; Apaf-1 inh: -7; SENP6 block: 1; PfGluPho inh: 11; SENP8 block-1: -4; SENP8 block-2: 6

What do the screens show for `Cc1cccc(C)c1OCCNC(=O)c1ccc2ccccc2n1`?
SENP1 inh: 2; HKDC1 inhibitor: -2; SENP7 inh: -6; Apaf-1 inh: 19; SENP6 block: -8; PfGluPho inh: 5; SENP8 block-1: -10; SENP8 block-2: 23

What do the screens show for `CC1CCCN(c2ccc(C(=O)Nc3nnc(C4CC4)s3)cc2[N+](=O)[O-])C1` (stereo unspecified)?
SENP1 inh: 3; HKDC1 inhibitor: 8; SENP7 inh: 8; Apaf-1 inh: 16; SENP6 block: 4; PfGluPho inh: -21; SENP8 block-1: 1; SENP8 block-2: 36

What do the screens show for `Cc1ccc2cc(CN(CCCN(C)C)C(=S)NCc3ccccc3)c(=O)[nH]c2c1C`?
SENP1 inh: 2; HKDC1 inhibitor: -3; SENP7 inh: -1; Apaf-1 inh: 2; SENP6 block: 2; PfGluPho inh: -12; SENP8 block-1: 1; SENP8 block-2: -27

What do the screens show for `COc1ccc(S(=O)(=O)NCCCN2CCCC2=O)cc1OC`?
SENP1 inh: 0; HKDC1 inhibitor: -3; SENP7 inh: 2; Apaf-1 inh: -3; SENP6 block: -1; PfGluPho inh: 1; SENP8 block-1: 6; SENP8 block-2: 2

Compounds as they come; 3.6% or so of the library scored in one or more.
